All columns: NCI-60 one-dose screen, growth in % after 48 h at 10 µM unless noted; 100 = growth as untreated, 0 = no growth, -100 = all killed.
MALME-3M – MALME-3M melanoma; actives 5.8% (n = 78,000)
SK-MEL-28 – SK-MEL-28 melanoma; actives 4.1% (n = 81,000)
SK-MEL-2 – SK-MEL-2 melanoma. actives 4.7% (n = 77,000)
UACC-257 – UACC-257 melanoma | actives 4.4% (n = 78,000)
UACC-62 – UACC-62 melanoma | actives 5.4% (n = 81,000) | AID 1794756
BT-549 – BT-549 breast cancer; actives 4.4% (n = 78,000)
HS 578T – HS 578T breast cancer; AID 1794788; actives 4.1% (n = 78,000)
T-47D – T-47D breast cancer | actives 5% (n = 79,000) | AID 1794792
The depositor's hits bear a star; nt = no result given; [ ] = another dose, or the depositor's remark. The calls were made as follows: active = growth percent below 10; inactive = the rest.

SMILES	MALME-3M	SK-MEL-28	SK-MEL-2	UACC-257	UACC-62	BT-549	HS 578T	T-47D
Cn1c(SCC(=O)c2ccccc2)nc2ccccc2c1=O	108.2	102.7	102.0	100.7	77.6	98.7	99.1	74.9
CC1CCC(=NNS(=O)(=O)c2ccc([N+](=O)[O-])cc2)CC1 (centres undefined)	nt	114.1	97.0	105.7	96.8	100.7	114.5	114.0
O=C(Nc1ccccc1Cl)Oc1ccc(Cl)cc1Cl	107.2	113.4	110.5	105.6	92.9	113.9	109.3	85.9
OC1(c2cn(-c3ncc(-c4ccc(C(F)(F)F)cc4)c(NC4CCCCCC4)n3)nn2)c2ccccc2-c2ccccc21	89.2	95.3	nt	96.5	98.1	98.2	99.1	67.0
S=C(NCc1ccccc1)NCc1ccccc1	95.3	107.4	97.9	81.9	101.6	95.4	96.1	94.6
O=C1CCCCC1Sc1ccc(Cl)cc1 (centres undefined)	81.2	106.1	105.6	106.2	80.6	nt	123.3	99.3
COC(=O)CCC[C@@H]1O[C@@H](c2ccccc2)[C@@H](I)[C@H]1O	113.2	100.9	111.8	109.2	102.3	100.7	99.7	98.5
Nc1ncnc2c1c(-c1ccccc1)nn2CC(=O)N1CCCCC1	94.5	109.9	105.2	112.8	92.3	98.9	93.5	99.1
Cc1cc(C)nc(SC2=C(Nc3ccc(C)c(Cl)c3)C(=O)N(Cc3ccccc3)C2=O)n1	66.4[30 µM]	94.2[30 µM]	85.3[30 µM]	67.4[30 µM]	49.7[30 µM]	51.6[30 µM]	72.1[30 µM]	26.0[30 µM]
COc1cccc(-c2nn(-c3ccccc3)cc2-c2ccnc(NCCNC(=O)c3cccc(C(F)(F)F)c3)c2)c1	115.7	99.7	68.8	70.2	77.6	66.6	85.7	41.3
COC(=O)[C@]12CC[C@@H](C)[C@H](C)[C@@H]1C1=CC[C@@H]3[C@@]4(C)C=C(O)C(O)=C(C)C4=C(O)C[C@@]3(C)[C@]1(C)CC2	113.7	nt	78.5	nt	nt	97.0	71.1	32.7
CC(C)(C)c1ccc(C(=O)Nc2sc3cc(N4CCCC4)ccc3c2C(N)=O)cc1	104.4	94.7	100.4	96.7	97.9	104.5	104.0	93.4
Cc1nc(-c2cc3ccccc3oc2=O)ccc1C(=O)/C=C/c1ccc(N2CCOCC2)cc1	57.5	72.8	91.4	89.0	52.1	76.9	59.7	80.2
CCCCC1COc2cccc3c(SCC(=O)N(C)c4cccc(Cl)c4)cc[n+]1c23 (centres undefined)	103.9	106.4	105.2	113.1	100.5	107.3	108.6	106.9
O=C1CC2C(CCC23OCCO3)c2ccc3ccccc3c21 (centres undefined)	116.7	109.4	105.6	100.3	93.0	84.7	100.8	98.2
CC1=CCC(OC(=O)C(C)(O)CCC(O)([C+](C)OC2(C)C=CC(O)(C(C)C)CC2)C(C)C)(C(C)C)CC1 (centres undefined)	107.6	114.0	110.4	107.5	97.6	109.8	95.2	96.3
O=CNC1CCCCC1	119.9	97.0	122.2	102.2	101.1	105.8	101.0	97.7
Clc1ccc(-c2cc(-c3ccc(N4CCOCC4)cc3)n3c(n2)nc2ccccc23)cc1	106.6	97.4	98.9	99.2	91.9	105.3	110.1	94.9
COC(=O)/C=C1/SC(=Nc2cccc(Cl)c2)N(CCc2c[nH]c3ccc(O)cc23)C1=O	42.6	17.4	-15.8*	31.9	13.8	0.7*	27.7	12.6
COc1ccc(C2C=C(C(=O)O)Nc3nc(SC)[nH]c(=O)c32)cc1 (centres undefined)	108.5	93.2	114.9	100.5	108.8	102.8	102.2	104.6
NS(=O)(=O)c1ccc(CCN2C(=O)/C(=C\c3ccccc3)C=C2c2ccc(Cl)cc2)cc1	95.1	100.7	102.2	104.1	81.9	96.4	93.9	88.9
Cc1ccc(NCC(=O)N2CCN(c3ncnc4c3cnn4-c3ccccc3)CC2)cc1	91.9	89.5	40.0	83.1	54.2	47.5	75.3	37.9
COc1ccc(/C=N\NC(=O)CN2CCN(c3cc4c(cc3F)c(=O)c(C(=O)N/N=C/c3ccc(OC)c(OC)c3)cn4C3CC3)CC2)cc1OC	-71.9*	-34.1*	-24.8*	11.4	-52.1*	-11.1*	-4.8*	3.8*
CN(C)c1ncnc2c1ncn2C1CCCCO1 (centres undefined)	101.5	97.6	101.5	106.4	84.5	100.9	nt	105.2
Cn1cccc1-c1cc(-c2ccc(Br)cc2)n(C(=S)Nc2ccc(F)cc2)c(=O)c1C#N	93.8	112.7	92.1	109.2	94.1	110.0	84.5	86.6

The final 2 compounds of the part above open the next one.
SMILES	MALME-3M	SK-MEL-28	SK-MEL-2	UACC-257	UACC-62	BT-549	HS 578T	T-47D
CN(C)c1ncnc2c1ncn2C1CCCCO1 (centres undefined)	101.5	97.6	101.5	106.4	84.5	100.9	nt	105.2
Cn1cccc1-c1cc(-c2ccc(Br)cc2)n(C(=S)Nc2ccc(F)cc2)c(=O)c1C#N	93.8	112.7	92.1	109.2	94.1	110.0	84.5	86.6
O=C1CC[C@@H](C(=O)N[C@H]2CSSC[C@@H](C(=O)NCCc3ccc(O)cc3)NC(=O)[C@H](Cc3ccccc3)NC(=O)[C@@H]3CCCN3C(=O)[C@@H]3CCCN3C2=O)N1	98.6	116.5	100.1	87.7	105.8	106.0	106.6	94.0
Cc1ccccc1SSc1ccccc1C	104.5	120.7	24.3	105.2	78.8	83.9	97.7	101.3
O=C(COc1ncnc2sc3c(c12)CCCC3)N/N=C\c1ccc(Br)cc1	106.9	108.7	102.6	103.0	93.4	97.4	92.7	100.5
O=C(Nc1ccc(Br)cc1)c1ccccc1	91.0	105.4	94.8	105.1	94.9	106.9	109.4	82.2
NS(=O)(=O)c1ccc(N2N=C(c3ccc(NC(=O)Nc4ccccc4)cc3)CC2c2ccc(Cl)cc2)cc1 (centres undefined)	67.6	75.7	71.9	88.4	40.6	57.8	57.4	28.6
COC(=O)[C@]1(C)N[C@H](c2cn(-c3ccccc3)nc2C)[C@@H]2C(=O)N(c3ccccc3)C(=O)[C@@H]21	109.7	111.0	112.7	113.0	108.8	98.2	93.5	112.5
CC1CCC(C(C)C)/C(=N/NC(=O)CC#N)C1 (centres undefined)	98.9	109.2	92.2	97.5	107.3	98.9	100.4	102.0
COc1ccccc1NC(=O)Cn1cc(CN2CCN(c3ccnc4cc(Cl)ccc34)CC2)nn1	105.5	84.1	112.3	105.8	83.9	96.8	88.5	81.7
CCCCNC(=O)C(=O)NCCCC	95.4	112.3	122.7	105.5	92.6	98.8	96.6	nt
COc1ccc(C2=C3CCCCC3=NC3=CC=CCN32)cc1	106.7	104.6	93.5	95.9	95.4	109.9	109.1	90.7
COc1cc(C2CC(=O)Nc3c(-c4ccc(F)cc4)nsc32)cc2c1OCO2 (centres undefined)	90.8	109.2	99.5	95.2	99.5	79.1	80.1	86.1
O=c1/c(=C/Nc2ccc(Cl)cc2)sc2ncnn12	110.7	100.2	110.8	106.5	57.9	88.0	100.9	54.4
CC(=O)OCC1C(C)CCC(C)C1COC(C)=O (centres undefined)	84.8	107.3	112.1	99.1	96.5	104.5	nt	107.8
O=C(/C=C(\C(=O)c1ccccc1)c1ccccc1)c1ccccc1	116.6	157.3	nt	123.9	77.5	115.1	97.4	79.7
CCN(CC)CCCNc1cccc2ccc(OC)nc12	109.1	113.8	89.2	69.1	93.1	114.2	70.8	99.1
O=C(Cn1c(/C=C/c2cccc(Br)c2)nc2ccccc2c1=O)Nc1ccccc1	85.4	98.6	105.9	89.5	103.2	105.6	70.7	92.4
CCN(CC)CCOC(=O)C1(CCC(C)C)CCCCC1	92.5	101.2	85.5	127.1	97.2	103.3	nt	94.0
O=C1Nc2ccccc2/C1=C\C(=O)c1ccccc1	103.3	102.5	105.8	96.9	88.5	123.7	105.8	103.6
O=[N+]([O-])c1ccc(-c2nnc(COc3ccc(Cl)cc3Cl)o2)cc1	96.6	111.3	84.3	93.2	87.8	102.4	96.0	88.5
CCOc1ccc(NC(=O)CSc2nc3ccccc3c(=O)n2CCc2ccc(S(N)(=O)=O)cc2)cc1	64.0	106.7	91.1	107.9	87.9	76.9	82.6	74.6
O=C(CCc1ccc(Cl)cc1)c1ccccc1	103.9	108.8	102.6	114.2	93.9	97.6	nt	100.3
COCCNC(C(=O)c1ccccc1)c1ccccc1 (centres undefined)	101.6	104.6	107.4	97.6	97.9	97.6	100.1	92.1
Cc1c(C(=O)N2CCN(c3nsc4ccccc34)CC2)nnn1-c1ccc(Cl)cc1	84.9	93.9	99.2	91.1	65.5	83.6	90.8	37.9
COc1ccc2c(c1)/C(=C\c1c[nH]c3ccc(OC)cc13)C(=O)N2	91.8	71.7	33.4	68.1	39.3	57.7	46.9	49.7
Nc1cc(C(=O)O)cc(-n2c(O)c(C=C3N=c4ccccc4=N3)sc2=S)c1	96.9	104.0	101.1	101.8	86.7	103.0	102.9	95.2

Some of the entries so far, comma-delimited:
compound,MALME-3M,SK-MEL-28,SK-MEL-2,UACC-257,UACC-62,BT-549,HS 578T,T-47D
NS(=O)(=O)c1ccc(N2N=C(c3ccc(NC(=O)Nc4ccccc4)cc3)CC2c2ccc(Cl)cc2)cc1 (centres undefined),67.6,75.7,71.9,88.4,40.6,57.8,57.4,28.6
O=[N+]([O-])c1ccc(-c2nnc(COc3ccc(Cl)cc3Cl)o2)cc1,96.6,111.3,84.3,93.2,87.8,102.4,96.0,88.5
O=C(Nc1ccc(Br)cc1)c1ccccc1,91.0,105.4,94.8,105.1,94.9,106.9,109.4,82.2
O=C1Nc2ccccc2/C1=C\C(=O)c1ccccc1,103.3,102.5,105.8,96.9,88.5,123.7,105.8,103.6
O=c1/c(=C/Nc2ccc(Cl)cc2)sc2ncnn12,110.7,100.2,110.8,106.5,57.9,88.0,100.9,54.4
O=C(/C=C(\C(=O)c1ccccc1)c1ccccc1)c1ccccc1,116.6,157.3,nt,123.9,77.5,115.1,97.4,79.7
COc1cc(C2CC(=O)Nc3c(-c4ccc(F)cc4)nsc32)cc2c1OCO2 (centres undefined),90.8,109.2,99.5,95.2,99.5,79.1,80.1,86.1

Next entries:
SMILES	MALME-3M	SK-MEL-28	SK-MEL-2	UACC-257	UACC-62	BT-549	HS 578T	T-47D
CC/C(Cc1ccccc1)=C(/c1ccc(O)cc1)c1ccc(OCCN2CCOCC2)cc1	101.3	102.7	89.0	nt	86.1	106.6	108.8	50.8
O=S(=O)(NCCCNc1nccc(-n2ccc3cccnc32)n1)c1cccc(C(F)(F)F)c1	112.0	105.7	107.0	108.4	98.8	nt	100.2	99.6
COC(=O)NC1(C(=O)O)CCCC1	104.3	104.9	nt	109.5	100.4	115.3	104.2	83.1
Cc1ccc(S(=O)(=O)Oc2ccc(-c3cnc4ccccc4n3)cc2)cc1	123.0	113.2	127.8	102.9	94.5	107.3	110.2	88.0
Nc1nc2ccccc2c2c(=O)c3c(Cl)cccc3sc12	114.1	117.5	113.5	105.9	94.8	99.1	101.0	57.3
COc1ccc(/C=N/NC(=O)CSc2nc3ccccc3c(=O)n2CCc2ccc(S(N)(=O)=O)cc2)cc1OC	92.6	109.9	97.2	75.7	90.5	78.8	92.6	65.2
CCN(CC)CCNc1ccccc1Cl	101.2	100.5	98.8	92.2	101.4	107.3	115.7	98.6
O=C(NNc1nc2ccccc2nc1/C=C/c1ccc(F)cc1)Nc1cccc(Cl)c1	85.1	80.9	53.4	82.8	38.6	69.6	53.5	28.7
CS(=O)(=O)c1nccc(-c2c(-c3cccc(OCc4ccccc4)c3)nc3sccn23)n1	58.7	77.1	102.9	27.8	62.4	54.9	79.1	65.0
C=C1C(=O)O[C@H]2[C@H]1CC/C(Cn1cc(-c3ccc(OC)cc3)nn1)=C\CC[C@@]1(C)O[C@@H]21	-62.3*	nt	61.9	nt	nt	50.0	75.6	-71.0*
COc1ccc(Nc2nc(N)nn2S(=O)(=O)c2cccs2)cc1	114.2	114.4	108.2	116.3	99.8	96.0	101.3	102.3
O=C(CCCC(=O)Nc1ccc(Cn2nnc3cc(Cl)c(Cl)cc32)cc1)Nc1ccc(CN2N=NC3C=C(Cl)C(Cl)=CC32)cc1 (centres undefined)	97.0	102.5	87.7	81.1	62.3	71.5	91.5	49.0
COC(=O)c1nc(=S)[nH]c(C(=O)OC)c1C(=O)C(C)(C)C	109.7	114.1	108.7	121.2	106.2	100.8	106.5	128.3
COC(=O)c1cccc(Oc2ccc(NC(=O)Nc3cc(C(F)(F)F)ccc3F)cc2)c1	77.7	88.7	73.1	90.8	69.6	64.7	4.4*	47.0
CN1C(=O)C2(Nc3cc(Cl)ccc3-c3ccnn32)c2cc(Cl)ccc21 (centres undefined)	95.2	105.5	94.4	100.3	96.3	90.2	91.2	91.2
Cc1cn(-c2cc(NC(=O)c3ccc(C)c(-n4cc(-c5cnc6cccnn56)nn4)c3)cc(C(F)(F)F)c2)cn1	-12.3*	23.5	64.9	22.4	11.3	158.4	108.0	94.6
CC(C)CC(=O)NC1CCCCC1	106.8	109.4	94.0	84.2	102.0	100.9	109.0	86.8
O=C(c1nc2ccccc2[nH]1)C1C(c2ccc(F)cc2)C2CSCN2[C@@]12C(=O)Nc1ccccc12 (some centres undefined)	94.2	101.7	102.3	83.9	78.1	97.4	98.1	84.1
O=c1cc(-c2ccccc2)oc2ccc(O)cc12	137.3	116.0	110.9	110.8	76.3	nt	70.4	112.1
COc1cc(Nc2ncccc2/C=C/C(=O)c2cc(OC)c(OC)c(OC)c2)cc(OC)c1OC	102.8	90.5	78.3	67.0	65.8	100.3	99.5	34.1
O=c1oc2ccc(I)cc2c(=O)n1-c1ccc(I)cc1F	-27.7*	-4.2*	-29.7*	-20.3*	-28.6*	nt	-4.5*	-3.3*

Screens: PubChem, NCI
